# Diaph act CS: diaphorase activation or chemical reduction counter-screen; Diaphorase/resazurin coupled assay, resorufin fluorescence, 16 min; stronger effect = higher value; 1 = vehicle wells, 0 = NADH-free wells; activation factor at 20 µM; 190,000 tested, 0.005% active; AID 1229;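 active = diaphorase activity raised at least twofold by the compound at 20 µM; inactive = activation factor below 2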
#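 Test system: Clostridium kluyveri diaphorase, purified enzyme; input: enzyme 0.07 U/mL final; buffer or medium: 50 mM HEPES pH 7.4 with 4.542 mM MgCl2, 0.005% Tween 20; also added: 0.114 mM NADH and 0.1 mM resazurin, final amounts; schedule: 16 min enzyme reaction, ambient temperature; technique: fluorescence of resorufin, 544 nm excitation, 590 nm emission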
# bIAP act: intestinal alkaline phosphatase (bovine) activation | purified bovine IAP, CDP-star luminescence, 30 min; stronger effect = higher value; fold of DMSO-control signal, blank-subtracted | activation factor at 20 µM | 200,000 tested, 0.17% active | AID 1016;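 active = activation factor of 2 or more at 20 µM, a signal rise over negative controls twice the positive control's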
# TNAP act hiacc: increases human TNAP activity under high phosphate acceptor concentration. P05186. 200,000 tested, under 10 active. purified TNAP, CDP-star luminescence, 1 M DEA, 30 min; stronger effect = higher value; 0 = EDTA background, 1 = DMSO-only activity. activation factor at 20 µM. AID 1136;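 active = activation factor at least 2 at 20 µM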
# Target sequence (P05186 whole entry, looked up): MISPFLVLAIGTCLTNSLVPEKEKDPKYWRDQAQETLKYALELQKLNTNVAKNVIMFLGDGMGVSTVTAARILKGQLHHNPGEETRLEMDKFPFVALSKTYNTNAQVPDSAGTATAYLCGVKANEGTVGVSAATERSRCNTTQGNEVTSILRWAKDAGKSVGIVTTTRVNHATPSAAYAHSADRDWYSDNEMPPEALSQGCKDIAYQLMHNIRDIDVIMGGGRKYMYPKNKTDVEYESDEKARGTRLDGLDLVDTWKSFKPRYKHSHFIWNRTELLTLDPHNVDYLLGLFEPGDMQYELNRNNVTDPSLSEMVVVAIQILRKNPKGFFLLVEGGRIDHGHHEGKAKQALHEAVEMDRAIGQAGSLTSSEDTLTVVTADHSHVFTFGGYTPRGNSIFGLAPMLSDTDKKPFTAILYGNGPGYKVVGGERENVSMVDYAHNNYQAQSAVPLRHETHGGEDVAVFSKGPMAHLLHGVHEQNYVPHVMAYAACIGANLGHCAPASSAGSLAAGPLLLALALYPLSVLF
#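 system = human TNAP | amount = enzyme diluted 1/800 final | reagent = 100 µM CDP-star substrate | signal = luminescent substrate turnover signal | dosing = one dose, 20 µM | benchmarks = EDTA negative control, DMSO positive control | measure = activation factor | timing = 30 min reaction, room temperature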
# PMI act hi M6P: PMI (human) activation, high substrate; P34949; coupled PMI enzyme assay, resazurin fluorescence, 20 min; stronger effect = higher value; 1 = untreated enzyme, 0 = substrate-free blank; activation factor at 20 µM; 190,000 tested, 0.34% active;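 active = activation factor of 2 or more at 20 µM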
# Target sequence (P34949 whole entry, looked up): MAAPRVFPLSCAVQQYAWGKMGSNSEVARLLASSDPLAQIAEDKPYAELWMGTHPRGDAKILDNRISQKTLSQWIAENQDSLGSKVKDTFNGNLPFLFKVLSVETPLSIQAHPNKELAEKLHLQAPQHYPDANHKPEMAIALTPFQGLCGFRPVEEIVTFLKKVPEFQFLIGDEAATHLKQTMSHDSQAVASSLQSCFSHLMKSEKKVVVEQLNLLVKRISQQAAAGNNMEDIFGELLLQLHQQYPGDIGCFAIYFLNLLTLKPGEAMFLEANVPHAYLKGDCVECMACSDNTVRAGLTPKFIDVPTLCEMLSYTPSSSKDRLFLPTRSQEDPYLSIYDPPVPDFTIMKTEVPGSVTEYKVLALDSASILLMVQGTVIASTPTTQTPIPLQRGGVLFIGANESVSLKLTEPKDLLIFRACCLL
#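 Test system – human PMI in coupled enzyme assay · Timing – 20 min incubation at room temperature · Detection – Diaphorase-driven resazurin-to-resorufin fluorescence, excitation 544, emission 590 nm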
# TNAP inh hi DEA: blocks human TNAP under high phosphate acceptor concentration | P05186 | purified TNAP, CDP-star luminescence, 1 M DEA | inhibition, % at 20 µM | 200,000 tested, 0.03% active | AID 1135;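 active = over 50% inhibition of tissue-nonspecific alkaline phosphatase at 20 µM in the single-dose screen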;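 also: plate controls were DMSO wells for no effect and EDTA-quenched wells as full inhibition for full effect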
# TNAP inh noacc: inhibitors of human TNAP without phosphate acceptor; inhibition, % at 20 µM; 200,000 tested, 0.26% active; purified TNAP, CDP-star luminescence, 30 min; AID 1012;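 active = tissue-nonspecific alkaline phosphatase inhibition above about 50% at 20 µM in the single-dose screen, limit read from the data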;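 also: 0% = DMSO negative control and 100% = EDTA positive control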
# Diaph inh CS: diaphorase inhibition or chemical oxidation counter-screen. diaphorase resazurin-to-resorufin fluorescence, NADH, 16 min; bacterial (C. kluyveri) enzyme, not human. inhibition, % at 20 µM. 190,000 tested, 0.69% active. AID 1217;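 active = primary screen inhibition at 20 µM above a set limit, cut at about 50% in these data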;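 also: plate controls were DMSO with full reaction for no effect and wells lacking NADH for full effect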
#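 System: Bacterial diaphorase enzyme (C. kluyveri) | Incubation: 16-min room-temperature incubation before reading | Benchmarks: No-NADH positive control and DMSO neutral control | Measured by: Resorufin fluorescence 544/590 nm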
# PMI act: increases human mannose-6-phosphate isomerase activity. P34949. purified human PMI, coupled resazurin fluorescence, 20 min; stronger effect = higher value; 1 = vehicle control, 0 substrate-free wells. activation factor at 20 µM. 190,000 tested, 0.005% active;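 active = activation factor of 2 or more at 20 µM, relative to plate controls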
# bIAP inh: intestinal alkaline phosphatase (bovine) inhibition | purified bovine IAP, CDP-star luminescence, 30 min | inhibition, % at 20 µM | 190,000 tested, under 10 active | AID 1019;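 active = over 50% inhibition of intestinal alkaline phosphatase at 20 µM in the single-dose screen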
#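 System: purified bovine intestinal alkaline phosphatase (IAP) enzyme; Input: IAP diluted 1/65,000,000 in the well; Measured by: CDP-star luminescence signal; Compound dosing: 20 µM single dose; Incubation: 30 min reaction at room temperature.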
# L major viab: reduces viability of Leishmania major promastigotes; inhibition, % at 10 µM; 200,000 tested, 9% active; resazurin fluorescence viability; in the data active = inhibition above about 50%;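 also: promastigotes grown with compound for 44 hours at 28 °C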
# Starred values were filed as active, the others as inactive. No enrichment for hits. About 10% of those tested had a hit in this group.
# Sample of the layout:
nr	SMILES	Diaph act CS	bIAP act	TNAP act hiacc	PMI act hi M6P	TNAP inh hi DEA
1	CCN(Cc1ccncc1)C(=O)CCc1nnc(CCC2CCCCC2)o1	1.1	1	1	1	-2
2	Cc1cc(C)c(NC(=O)C(C)OC(=O)c2cc(Br)c(Br)s2)c(C)c1 (centres undefined)	0.9	0.9	1	1.1	5
3	CCCC(=O)Nc1ccc(C(=O)N2CCCC2)cc1	0.9	0.9	1.1	1	-7
4	CCCCCCCC(=O)NC(Nc1ccccc1OC)C(Cl)(Cl)Cl (centres undefined)	0.8	0.9	1	0.9	-3

nr	TNAP inh noacc	Diaph inh CS	PMI act	bIAP inh	L major viab
1	-8	-10	1	-2	7
2	14	6	1	6	45
3	-19	10	1	7	-6
4	-8	18	0.9	9	-2

# The whole of this part, previewed entries included:
nr	SMILES	Diaph act CS	bIAP act	TNAP act hiacc	PMI act hi M6P	TNAP inh hi DEA
1	CCN(Cc1ccncc1)C(=O)CCc1nnc(CCC2CCCCC2)o1	1.1	1	1	1	-2
2	Cc1cc(C)c(NC(=O)C(C)OC(=O)c2cc(Br)c(Br)s2)c(C)c1 (centres undefined)	0.9	0.9	1	1.1	5
3	CCCC(=O)Nc1ccc(C(=O)N2CCCC2)cc1	0.9	0.9	1.1	1	-7
4	CCCCCCCC(=O)NC(Nc1ccccc1OC)C(Cl)(Cl)Cl (centres undefined)	0.8	0.9	1	0.9	-3
5	COC(=O)NCC(C)OC(=O)Nc1cccc(Cl)c1 (centres undefined)	1	1	1	1.1	-4
6	O=C(Cc1ccccc1)NC(NC(=S)Nc1cc(Cl)ccc1Cl)C(Cl)(Cl)Cl (centres undefined)	0.8	0.8	1	1.1	-2
7	Cc1c(NC(=O)CN2C(=O)c3ccccc3S2(=O)=O)c(=O)n(-c2ccccc2)n1C	0.9	1	1	1	3
8	CCn1nnnc1NC(=O)c1cc(Cl)c(OC)c(Cl)c1	1	0.9	1.1	1.1	-8
9	O=C(Oc1cccc(-c2cnc3ccccc3n2)c1)c1ccco1	1.1	1	1	1.1	-4
10	O=c1c2ccccc2c(C=NCc2ccccn2)c(O)n1-c1ccccc1	0.7	0.9	1.1	0.9	-7
11	COc1ccc(-c2nnc(NC(=O)c3cc(Cl)ccc3Cl)o2)cc1	0.8	0.9	1	1	-4
12	COC(=O)c1ccc(N/C(C)=C/C(=O)c2ccc(C)o2)cc1	0.9	1	1	1	-1

nr	TNAP inh noacc	Diaph inh CS	PMI act	bIAP inh	L major viab
1	-8	-10	1	-2	7
2	14	6	1	6	45
3	-19	10	1	7	-6
4	-8	18	0.9	9	-2
5	-10	-5	1.1	1	0
6	-16	16	1	19	-3
7	-1	5	1	-4	-8
8	-10	3	1.1	6	-1
9	-5	-13	1	5	-9
10	-9	26	1	14	0
11	-2	18	1.1	12	42
12	-2	13	0.9	2	-8

# New compounds follow.
nr	SMILES	Diaph act CS	bIAP act	TNAP act hiacc	PMI act hi M6P	TNAP inh hi DEA
13	COC(=O)c1ccccc1NC(=O)COC(=O)c1ccco1	0.9	1.1	1	1	-3
14	Cc1cc2ccccc2c(=O)n1CC(=O)N1CCN(c2cccc(Cl)c2)CC1	1.1	1.1	0.9	1.1	6
15	CCOc1ccccc1C(=O)N[C@H](C(=O)Nc1ccc(OC)c(S(=O)(=O)N2CCOCC2)c1)C(C)C	1.1	1.2	1	1.2	1
16	COc1ccc(-c2csc3ncn(-c4ccccc4)c(=O)c23)cc1OC	1	1	1.1	1	-6
17	O=C(CSc1cccc[n+]1[O-])Nc1cc2c(cc1Cl)C(=O)c1ccccc1C2=O	0.8	0.9	1	0.8	-4
18	Cc1ccc(NC(=S)N2CCOCC2)c(C)c1	0.9	1	1	0.8	4
19	CCNC(=O)n1nccc1C(C)Oc1ccc(Cl)cc1 (centres undefined)	0.9	1	1	1	-3
20	Cc1occc1C(=O)NNC(=S)Nc1cccc([N+](=O)[O-])c1	0.9	1.2	1	1	-4
21	CCC(C)Sc1nc2ccccc2c(=O)[nH]1 (centres undefined)	0.9	0.9	1	1	-2
22	COCc1cc(N2CCOCC2)nc(-c2ccccc2)n1	1.1	0.9	1.1	1.1	-6
23	COc1ccc(CC(=O)NCc2nnc(SCc3ccc(C)cc3)n2C)cc1	0.9	1	1	0.9	-4
24	Cc1ccc2nc(CSc3nnc(Nc4ccccc4C)s3)cc(=O)n2c1	0.8	1	1	0.8	-3

nr	TNAP inh noacc	Diaph inh CS	PMI act	bIAP inh	L major viab
13	-14	12	0.9	-7	-5
14	-1	-8	1.1	-9	-7
15	-2	-5	1.2	-20	-2
16	-9	1	1	-2	4
17	-7	22	1.1	13	4
18	-8	11	0.8	5	-4
19	3	12	1	0	-1
20	-154	14	0.9	-23	-4
21	-9	6	1.1	11	31
22	-11	-7	1.1	9	-6
23	-5	5	1	-4	9
24	-5	22	1.1	2	10

# The list goes on:
nr	SMILES	Diaph act CS	bIAP act	TNAP act hiacc	PMI act hi M6P	TNAP inh hi DEA
25	O=C(O)c1c2c(nc3ccccc13)/C(=C/c1ccc(O)cc1)CCC2	0.9	0.9	1	1.1	-1
26	COc1ccc(OC)c(C(c2nnnn2C2CCCC2)N2CCN(c3ccccc3)CC2)c1 (centres undefined)	0.9	1.1	1.1	1.1	-7
27	O=C(CN1CCN(c2ccccc2)CC1)Nc1nnc(-c2ccccc2)s1	0.9	1.1	1	1	-2
28	CCN(CC)c1c(-c2ccccc2)c2cc(C)ccc2[nH]c1=O	1	0.9	1	1	4
29	CCc1cc2c(SCC(=O)NC3CCS(=O)(=O)C3)ncnc2s1 (centres undefined)	1.1	1	1	1.1	1
30	Cc1ccc(CS(=O)(=O)CCC(=O)NCCC(C)C)cc1	1	0.9	1	1	0
31	CNC(=O)C1C2C=CC3(O2)C1C(=O)N(CCOC)C3C(=O)NCc1ccc(OC)cc1 (centres undefined)	1	1	1	1	-2
32	Cc1cc(C(=O)Nc2sc3c(c2C#N)CCC(C)C3)no1 (centres undefined)	0.9	0.9	1	0.9	-1
33	CCC1(C)Cc2c(sc3nc(SCC(=O)O)[nH]c(=O)c23)CO1 (centres undefined)	1	1.1	1	1	-4
34	O=C(O)[C@H](CSCc1ccccc1)NS(=O)(=O)c1ccc(F)cc1	1.1	0.8	1	1.1	-5
35	O=C1CC(c2ccccc2)CC(O)=C1C=NC1CCCCCC1 (centres undefined)	0.8	1	1	0.9	2
36	O=C(CSc1ccsc1[N+](=O)[O-])NC1CCCC1	0.9	1.2	1	0.9	-1

nr	TNAP inh noacc	Diaph inh CS	PMI act	bIAP inh	L major viab
25	1	12	1.2	9	-6
26	-13	12	1.1	-12	97*
27	-32	14	1.1	-11	-5
28	-3	3	1.1	13	0
29	-4	-9	1.1	1	8
30	-2	3	1	10	-2
31	4	0	1.1	3	-7
32	-8	12	0.9	7	-7
33	-16	0	1	-6	-10
34	-12	-8	0.9	19	-7
35	-4	16	0.9	4	8
36	-12	11	1	-20	10

# Following part:
nr	SMILES	Diaph act CS	bIAP act	TNAP act hiacc	PMI act hi M6P	TNAP inh hi DEA
37	O=C(C[n+]1ccc(/C=N/O)cc1)NC1CCCCC1	0.9	1	1	1	-2
38	O=C(COc1ccc(-c2ccccc2)cc1)N/N=C/c1cc(O)ccc1Br	0.8	0.9	1	0.8	-3
39	Cc1cc(C)cc(CC(Cc2nc3ccccc3[nH]2)c2nc3ccccc3[nH]2)c1 (centres undefined)	0.9	5.2*	1.1	0.8	-6
40	c1csc(Cc2nc3ccccc3[nH]2)c1	0.8	0.9	1	0.9	-4
41	COc1cccc(NC(=O)C2CCCN2C(=O)Nc2cccc(F)c2)c1 (centres undefined)	0.9	1	1	0.9	-1
42	O=C(COc1ccccc1Cl)NC(=S)Nc1ccc(CN2CCOCC2)cc1	0.7	1	1	0.8	-4
43	COc1ccc(S(=O)(=O)N2CCN(c3ccc4nnc(-c5ccccc5)n4n3)CC2)cc1	0.5	1.1	1	0.8	-4
44	CN(C)/C=N/c1cnc(C(=O)c2ccc(Cl)cc2)n1C	1	0.9	1	1.1	5
45	O=C(COc1ccccc1-c1ccccc1)N/N=C/c1cccnc1	0.9	1.2	1	0.9	0
46	CCCc1nn(C)c(C(=O)Nc2cccc3ccccc23)c1Cl	0.9	0.9	1.1	1	-8
47	Cc1ccnc(NC(c2ccccc2O)c2oc(CO)cc(=O)c2O)c1 (centres undefined)	0.8	1	1	0.7	-2
48	Clc1ccc(-c2csc(NNC3=NCCCCC3)n2)cc1	0.9	1.1	1	1.4	3

nr	TNAP inh noacc	Diaph inh CS	PMI act	bIAP inh	L major viab
37	-4	14	1	0	0
38	-5	23	0.8	7	70*
39	-63	11	0.8	-422	91*
40	-6	17	0.8	6	-6
41	-7	10	0.9	1	13
42	-7	29	0.8	4	-6
43	-8	53*	0.7	-6	50
44	1	4	1.1	10	2
45	2	12	0.9	-23	11
46	-4	9	1	9	0
47	-13	16	1	-2	-6
48	4	8	1.1	-10	6

# (cont.)
nr	SMILES	Diaph act CS	bIAP act	TNAP act hiacc	PMI act hi M6P	TNAP inh hi DEA
49	COc1ccc(-n2c3c(c(=O)[nH]c2=O)C(C(F)(F)F)(C(F)(F)F)N=C(CC(C)C)N3)cc1	1	1	1	1.1	-4
50	CCn1c(SCC(=O)NCC2CCCO2)nc2c(c1=O)SC(C)C2 (centres undefined)	1	1	1	1	3
51	CCOC(=O)c1cccc(NC2c3ccccc3C(=O)N2Cc2ccco2)c1 (centres undefined)	0.8	0.9	1	0.8	0
52	O=C(COc1ccc(Cl)cc1Br)N1CCN(c2ccccc2)CC1	0.7	1	1.1	0.9	-9
53	O=C(O)c1ccccc1SCc1cn2cc(Cl)ccc2n1	0.9	1.2	1	1	-4
54	O=C(O)CCCc1nc2ccccc2s1	0.9	0.9	1	1	-4
55	O=c1cc(-c2ccc(O)c(-c3c(O)cc(O)c4c(=O)cc(-c5ccc(O)cc5)oc34)c2)oc2cc(O)cc(O)c12	0.8	0.9	1	1	2
56	O=C(CN1CCCc2ccccc21)N/N=C/c1ccccc1O	0.9	1	1	1	4
57	Cn1c(/C=C/N(Cc2ccccc2)c2ccccc2)c([N+](=O)[O-])c(=O)n(C)c1=O	0.8	1	1	1.3	5

nr	TNAP inh noacc	Diaph inh CS	PMI act	bIAP inh	L major viab
49	-11	4	1	-3	-1
50	9	4	1	0	-5
51	-9	21	0.8	9	44
52	-10	33	0.9	2	-4
53	-7	11	1	-21	-9
54	-9	8	1	8	-15
55	0	21	1.1	6	-14
56	-6	12	0.9	-4	99*
57	4	18	1.4	-3	9
